SSB-PriA inh = K. pneumoniae PriA-SSBct interaction inhibition | 0.6% of 430,000 active | inhibition, % at 33 µM | AlphaScreen SSBct-PriA binding, biotinylated peptide; in the data active = inhibition mostly above about 37%, no sharp cut-off; inactive = mostly below about 20%;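 also: plate controls were negative control peptide for no effect and reference peptide for full effect; strong numbers were not always called active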
SARS 3CLpro inh = SARS-CoV 3CLpro protease inhibition | P0C6X7 | recombinant SARS-CoV 3CLpro, quenched FRET peptide cleavage | inhibition, % at 6 µM | 0.14% of 290,000 active | AID 1706; in the data active = inhibition above about 12%
Anthrax LF prot = blocks Bacillus anthracis lethal factor protease; P15917; inhibition, % at 10 µM; 0.12% of 360,000 active; multiplex microsphere protease cleavage assay, LF; in the data active = inhibition above about 30%; inconclusive = no clear call, values can overlap the other calls; also: plate controls were buffer without enzyme for full effect and enzyme alone for no effect
DUSP3 inh = inhibitors of human VHR1 phosphatase (DUSP3) | recombinant VHR phosphatase, pNPP absorbance | inhibition, % at 13.3 µM | 0.52% of 290,000 active | AID 1654; in the data active = inhibition above about 50%; also: some compounds called inactive have numbers as strong as hits
Target sequence (P51452 whole entry, looked up): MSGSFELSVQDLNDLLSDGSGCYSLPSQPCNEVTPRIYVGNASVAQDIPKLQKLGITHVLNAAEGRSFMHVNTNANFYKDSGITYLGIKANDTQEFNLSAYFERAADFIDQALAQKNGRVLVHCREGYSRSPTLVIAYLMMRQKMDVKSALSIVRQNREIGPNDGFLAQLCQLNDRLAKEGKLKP
TcdB GH inh = TcdB glycohydrolase inhibition; inhibition, % at 9.99 µM; TcdB glycohydrolase enzymatic assay, plate reader; 0.24% of 350,000 active; AID 652162; in the data active = inhibition above about 10%
PfHsp40 yeast = restores yeast growth despite PfHsp40 toxicity; S. cerevisiae expressing PfHsp40, growth rescue, ATP luminescence; growth rescue, % at 12.5 µM; 0.68% of 340,000 active; AID 504582; in the data active = growth rescue above about 28%, passing the limit was not always enough; inconclusive = no clear call, values can overlap the other calls;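 also: yeast W303a lacking pdr1 and pdr3 grown in galactose medium; growth measured after three days at 30 °C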
Yp Topo-I inh = blocks Yersinia pestis topoisomerase I activity. 0.064% of 360,000 active. Y. pestis Topo-I cleavage product accumulation, plate reader. activity, % at 10 µM; in the data active = activity above about 50%, passing the limit was not always enough; inconclusive = no clear call, values can overlap the other calls; also: inactives centre near 2
Rv3671c protease = inhibits the M. tuberculosis serine protease Rv3671c | P9WHR9 | inhibition, % at 5.96 µM | 0.048% of 320,000 active | AID 2606; in the data active = inhibition above about 38%;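 also: extracellular domain of Rv3671c used as enzyme; 0% = enzyme with DMSO and 100% = no enzyme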
Target sequence (P9WHR9 whole entry, looked up, the tested form may be a part): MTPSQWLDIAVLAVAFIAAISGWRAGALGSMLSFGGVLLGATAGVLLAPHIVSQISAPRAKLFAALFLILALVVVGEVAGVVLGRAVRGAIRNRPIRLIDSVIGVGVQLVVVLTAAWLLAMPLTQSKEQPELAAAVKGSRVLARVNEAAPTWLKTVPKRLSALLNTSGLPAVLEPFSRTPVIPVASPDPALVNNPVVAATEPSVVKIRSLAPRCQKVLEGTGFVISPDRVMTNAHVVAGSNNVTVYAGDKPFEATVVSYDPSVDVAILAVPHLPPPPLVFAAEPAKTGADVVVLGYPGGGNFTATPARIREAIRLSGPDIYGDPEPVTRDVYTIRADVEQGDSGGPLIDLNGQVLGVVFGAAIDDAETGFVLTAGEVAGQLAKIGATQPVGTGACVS
MazEF act = activators of E. coli MazEF toxin-antitoxin RNase | activation, % at 20 µM | P0AE70 | FAM/BHQ RNA-DNA oligo cleavage fluorescence, 5 h | 0.32% of 350,000 active; in the data active = activation above about 50%
Target sequence (P0AE70 whole entry, looked up): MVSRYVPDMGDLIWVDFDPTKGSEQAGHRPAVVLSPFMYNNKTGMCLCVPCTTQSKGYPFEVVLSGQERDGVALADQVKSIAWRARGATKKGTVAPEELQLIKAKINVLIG
BH1578 lux ind = inducers of Vibrio cholerae quorum light production without autoinducers; AID 588436; V. cholerae BH1578 lux reporter, luminescence, 6 h; 0.16% of 350,000 active; activation, % at 18.7 µM; in the data active = activation mostly above about 9.7%, no sharp cut-off; inconclusive = no clear call, values can overlap the other calls; inactive = mostly below about 3.7%; also: not every result past the cut was called active; inactives centre near 0; reference of the scale not given here
The depositor's hits bear a star; i = inactive; ? = inconclusive; . = no result given; & = joins results of further samples. Some of the compounds tested; the hit share may differ from the screen's.

SMILES	SSB-PriA inh	SARS 3CLpro inh	Anthrax LF prot	DUSP3 inh	TcdB GH inh	PfHsp40 yeast	Yp Topo-I inh	Rv3671c protease	MazEF act	BH1578 lux ind
O=C(NCCO)C(=O)NCC1OCCCN1S(=O)(=O)c1cc(F)ccc1F (stereo not given)	2	-3	-4	2	1.2	-2.1	-13	4	3	0.7
CCN(CC)C(=O)CSc1nc2ccccc2c(=O)n1CCC(=O)NCCc1ccc(OC)c(OC)c1	-11	3	-2	3	0.7	0.1	3	2	-2	-2.9
O=C(Nc1ccccc1N1CCCCC1)c1ccc(-c2ccc(Cl)cc2)o1	7	3	-2	2	.	-0.9	10	-11	-15	-0.2
CC(=O)C1=C(O)C(=CC=Cc2ccccc2)OC1=O	.	.	-4	.	-0.9	.	-8	.	-11	0.7
Cc1cc(C)cc(OC(=O)C23CCC(C)(C(=O)O2)C3(C)C)c1 (stereo not given)	7	-1	-8	19	0.9	1.4	9	6	5	-0.4
Nc1nnc(-c2ccccc2Cl)s1	-3	0	-3	10	.	-0.9	-3	1	-3	0.0
CCN(Cc1ccccc1)c1c(C(=O)O)cnc2c1cnn2C	0	4	-2	18	0.0	0.1	3	-5	0	-0.2
COc1ccc(/C=C2\SC(=O)N(CCC(=O)Nc3ccccc3)C2=O)cc1OC	-3	1	0	-6	.	-0.8	0	-3	-9	-0.3
O=C(CSc1ncnc2scc(-c3ccc(Cl)cc3)c12)NCc1ccc2c(c1)OCO2	1&-20	-1	-6	30	.	0.5	22	.	-9	i
COc1ccc(OCCC(=O)OCC(=O)NC(=O)NC(C)(C)C)cc1	-19	3	-2	18	8.7	0.2	5	0	4	0.2
O=C(NC(Cc1ccccc1)C(=O)O)/C(=C\c1ccc(F)cc1)NC(=O)c1ccco1 (stereo not given)	2	-4	-2	6	1.2	-0.1	4	9	7	2.1
CC(=O)Nc1cccc(NC(=O)CSc2ncc(-c3ccc(Cl)cc3)n2Cc2ccco2)c1	-23	2	-5	-8	.	-0.6	-4	-23	-2	i
CCN(CC(=O)Nc1ccc(NC(C)=O)cc1)C(=O)/C=C/c1ccc(S(=O)(=O)N2CCCCCC2)cc1	14	0	-1	32	0.7	-1.3	23	-10	0	-1.0
Cc1cccc(NC(=O)CNC(=O)c2cccs2)n1	23	.	0	.	0.1	1.9	-1	3	0	-0.7
CCCCNC(=O)N1CCOCCOCCN(C(=O)NCCCC)CCOCC1	4	1	1	-24	.	-1.1	-12	3	8	0.0
COC(C(=O)NC1CCCCCCC1)c1ccccc1 (stereo not given)	2	3	-4	-7	.	-1.1	4	4	-2	0.0
CSC(=NC#N)N1CCN(c2ccccn2)CC1	-14	-1	-3	26	0.2	-0.4	5	-6	5	-0.4
O=C(NC(=S)NCc1ccccc1)c1ccccc1Br	3	2	3	14	0.4	-1.1	8	-10	5	-1.6
CC(=O)NC12CC3CC(C1)CC(C(=O)NCc1ccc(C)cc1)(C3)C2	-10	0	-3	20	1.0	0.0	5	-3	-30	-0.4
O=C(CC1Oc2ccccc2NC1=O)NCCc1ccccc1 (stereo not given)	0	-5	6	29	1.4	-0.7	5	-2	15	-0.2
Cc1cc(C)cc(-n2c(C)cc(C(=S)N3CCOCC3)c2C)c1	9	7	-5	-5	.	-0.2	11	6	3	3.4
Cn1cccc1C(=O)OCC(=O)c1cc2ccccc2o1	15	0	-5	17	.	1.5	1	-6	11	1.4
COc1cc(C)ccc1S(=O)(=O)NC(=O)C1(C)CCN1C(=O)Cc1ccc(C(C)(C)C)cc1 (stereo not given)	.	.	1	.	-7.3	.	10	.	.	-0.3
COc1cc(C2C(C#N)=C(N)Oc3cc(C)n(CC4CCCO4)c(=O)c32)cc2c1OCO2 (stereo not given)	8	2	-11	5	.	0.0	-4	.	-12	0.0
O=[N+]([O-])c1ccc(CN2CCOCCOCCN(Cc3ccc([N+](=O)[O-])cc3)CCOCC2)cc1	9	0	-1	13	.	?	13	10	2	-0.4
O=C(Cc1ccc(S(=O)(=O)N2CCOCC2)s1)NNC(=O)c1ccccc1Cl	1	.	2	.	0.5	-0.9	-4	-3	2	-1.3
COc1ccc(-c2nnc(SCC(=O)Nc3sc4c(c3C#N)CCC4)n2CC2CCCO2)cc1 (stereo not given)	12	-1	-3	4	.	-1.1	30	.	-14	-0.1
CC(OC(=O)Cc1n[nH]c(=O)c2ccccc12)C(=O)Nc1cc(Cl)cc(Cl)c1 (stereo not given)	-9	.	-1	.	-0.7	0.5	11	-8	8	1.6
O=C(CCc1nc2ccccc2c(=O)[nH]1)OCc1cccc(C(F)(F)F)c1	-28	3	0	-1	.	-0.5	-6	1	-2	i
Fc1ccccc1OCCSc1nnnn1-c1ccccc1	-83	5	-2	-31	.	1.5	31	-7	0	-0.2
CC1CC(C)CN(C(=O)C(C)N(C)CC(=O)Nc2ccc(Cl)cc2)C1 (stereo not given)	1	-7	-1	-11	0.5	-1.7	12	-4	-10	i
C(=NN=C1c2ccccc2-c2ccccc21)c1c[nH]c2ccccc12	-1	.	0	.	0.3	1.8	-26	.	2	i
O=C(CCC1N=C2c3ccccc3N=C(SCc3ccccc3Cl)N2C1=O)NCc1ccco1 (stereo not given)	5	-1	-4	10	.	1.5	32	-5	8	10
COc1ccccc1Nc1cc(C)nc2c(C)cccc12	.	.	4	.	0.7	.	-4	.	-9	-0.9
Cn1c(=O)oc2cc(NC(=O)CCl)ccc21	5	0	1	23	-0.4	2.3	2	9	-23	-0.7
CN(C)Cc1cccc(-c2ccccc2)c1O	-11	.	-4	.	1.6	-2.8	-8	.	1	.
Cc1cc(C(=O)N2CCCCCC2)cs1	3	-1	-4	2	.	0.7	-8	-2	6	-0.2
CCN1C(=O)C(=O)c2cc(C)ccc21	-3	.	-11	.	0.2	-1.7	-2	-1	7	i
Cc1nc2sc(C(=O)OC(C)C)c(N)c2c(C)c1C	-20	4	-4	-6	1.7	0.9	-5	4	0	-0.2
COc1ccc(NC(=O)C2CC2)cc1OC1CCCC1	-2	-6	-15	-5	.	-0.5	1	-6	0	i
Cc1nc(NC(=O)COC(=O)CNC(=O)c2ccco2)c(Cl)cc1Cl	-4	.	6	.	2.9	-0.9	-2	-2	-1	i
Cc1ccc(C2=N/C(=C\N(C)C)C(=O)O2)cc1	-7	1	-5	18	.	0.0	6	3	4	-3.8
O=C(c1cccs1)N1CCN(C/C=C/c2ccccc2)CC1	-6	1	-1	0	.	-0.5	18	0	-1	-0.8
Cc1ccc(S(=O)(=O)N2CCOC2CNC(=O)C(=O)NCc2ccco2)cc1 (stereo not given)	0	3	-7	8	1.7	0.4	3	2	2	-0.4
CCCCCCN=C(CC)c1c(O)n(CCCC)c(=O)[nH]c1=O	-17	6	-3	-11	.	0.0	34	-5	0	-0.4
O=C(CC1C(=O)NCCN1Cc1ccc(F)cc1Cl)NCc1ccon1 (stereo not given)	2	0	-4	27	1.4	-0.3	2	7	5	-0.2
CC(C)N(Cc1ccccc1)C(=S)NCc1ccccc1	-23	-1	-1	7	-0.6	1.6	4	0	5	i
CCOC(=O)N1CCN(C(=O)c2cc3c(=O)[nH]c4ccccc4c3s2)CC1	-10	-2	5	27	1.8	-1.3	-11	5	-11	i
CNc1cccc(-c2ccccc2CO)n1	.	.	7	.	-5.0	.	-2	.	.	i
COc1ccc(-n2cnnc2SCC(=O)Nc2ccccc2F)cc1	-5	-3	4	-3	0.4	-0.6	-4	3	-2	i
COc1cccc(-c2c(-c3cc(OC)cc(OC)c3)n(C)c3ccc(-c4cnc(N5CCOCC5)nc4)cc23)c1	4	.	-1	.	2.5	-0.7	9	-3	-1	-0.6
CN1CCN(/C=N/c2c(C#N)cnn2C)CC1	.	0	2	13	.	0.0	4	-3	-15	i
COc1ccc2c(c1)CCC1(C)CC(=O)C=C21 (stereo not given)	.	.	1	.	1.6	.	4	.	-11	i
C=C1C(=O)O[C@H]2[C@H]1[C@H](OC(=O)/C(C)=C\C)C[C@]1(CO1)[C@@H]1[C@H](OC(C)=O)C=C(C)[C@]21O	-14	.	3	.	0.9	-0.8	7	.	5	-1.9
CN(C)c1cccc2c1c(NC(=O)Nc1ccc(Cl)cc1Cl)nn2C	2	-3	9	6	0.3	-1.9	-5	-7	2	-0.9
CCCS(=O)(=O)NC(=O)C1(C)CCN(C(=O)c2c(-c3ccccc3)noc2C)C1 (stereo not given)	.	.	-4	.	0.3	.	4	.	.	0.4
CN(Cc1cccnc1)C(=O)Cc1ccc(NS(=O)(=O)c2cccc(C(F)(F)F)c2)cc1	-3	0	-3	26	1.1	0.0	7	0	4	-0.3
CCOC(=O)N1CCC(N2C(=O)c3ccccc3C2Nc2ccccc2)CC1 (stereo not given)	3	2	-3	11	-2.0	-0.5	15	5	-1	i
Cc1cccc(N2CCN(C(c3ccncc3)c3nnnn3C(C)(C)C)CC2)c1C (stereo not given)	-1	2	1	24	1.3	0.4	12	5	2	-1.7
COc1ccccc1-c1cn(S(=O)(=O)c2ccc(C)cc2)nc1N	-2	6	-2	-5	.	-0.6	-1	0	-2	-0.5
Further results
SMILES	SSB-PriA inh	SARS 3CLpro inh	Anthrax LF prot	DUSP3 inh	TcdB GH inh	PfHsp40 yeast	Yp Topo-I inh	Rv3671c protease	MazEF act	BH1578 lux ind
O=C(CSc1ncccn1)N/N=C/c1ccccc1[N+](=O)[O-]	.	-2	-3	0	0.2	-1.1	-10	3	3	0.4
CCCn1nc(C(=O)OCC(=O)Nc2ccc(C(N)=O)cc2)c2ccccc2c1=O	-12	.	-6	.	0.9	-0.8	2	-5	4	i
CCC(=O)Nc1nonc1-c1nc2ccccc2n1Cc1ccccc1	-14	5	-1	-4	.	-1.4	21	-3	10	i
Cc1onc(-c2c(F)cccc2Cl)c1C(=O)OCC(=O)NC(c1ccccc1)c1ccccc1	-2	-1	-5	19	.	-0.8	37	-17	-3	-1.0
CC(=O)c1cc2c(cc1NC(=O)CSc1nc3ccccc3o1)OCO2	-11	-1	1	-1	.	1.8	5	4	-3	-0.6
COC(=O)c1ccc(SCC(=O)NC2CCCCC2)c([N+](=O)[O-])c1	1	-1	-1	-4	.	-0.5	-11	-13	0	6.6
CC(C)c1ccc(C2NC(=O)CCC2[N+](=O)[O-])cc1 (stereo not given)	-11	1	-1	-1	-7.9	-0.8	0	8	4	i
C=CCN1C(=O)C(O)(CC(=O)c2ccc(OC)cc2OC)c2cc(Br)ccc21 (stereo not given)	-14	9	-11	5	.	-0.9	10	7	-6	i
Cn1c(NC(=O)COc2ccccc2)cc(=O)n(C)c1=O	-1&-8	-7	-3	27	1.1	-0.2	-10	-2	-1	i
CCCC1(c2ccccc2)NC(=O)N(CC(=O)NCc2ccc(C)cc2)C1=O (stereo not given)	-11	-3	14	-1	0.3	1.7	7	2	3	i
Cc1ccc(S(=O)(=O)n2c(=O)oc3ccccc32)cc1	-13&-9	2	1	17	-0.2	1.4	5	8	-3	1.0
C=CCNc1nc2c3ccccc3n(C(C)=O)c2s1	-6	-4	-1	10	.	-0.2	26	-4	-2	i

Grouped by structure, those above containing bromine
SMILES	SSB-PriA inh	SARS 3CLpro inh	Anthrax LF prot	DUSP3 inh	TcdB GH inh	PfHsp40 yeast	Yp Topo-I inh	Rv3671c protease	MazEF act	BH1578 lux ind
O=C(NC(=S)NCc1ccccc1)c1ccccc1Br	3	2	3	14	0.4	-1.1	8	-10	5	-1.6
C=CCN1C(=O)C(O)(CC(=O)c2ccc(OC)cc2OC)c2cc(Br)ccc21 (stereo not given)	-14	9	-11	5	.	-0.9	10	7	-6	i

Compound activity deposited in PubChem by several laboratories.
